Assay outcomes from PubChem.
D1 antagonist – Antagonist of Human D 1 Dopamine Receptor: qHTS. actives 3.2% (n = 360,000). HEK293 TREx D1 cells, calcium flux, dopamine EC80; hits give low values. D(1A) dopamine receptor (Homo sapiens), P21728. activity change, negative = inhibition, % at 10 µM; in the data active means activity change below about -30%; further: on the % scale 0 is the no-effect control and ±100 the full control effect
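Kinetic fluorescence of a calcium dye serves as the read-out. D1-expressing Hek293 Trex cells, induced overnight at 30 C, are exposed to compound for 180 s before an EC80 dopamine addition, then read 180 s further.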
D1 potentiator – Potentiators of Human D1 Dopamine Receptor: qHTS; D(1A) dopamine receptor (Homo sapiens), P21728; HEK293 TREx D1 cells, calcium flux, dopamine EC20 potentiation; potentiation, % at 10 µM; actives 0.036% (n = 360,000); in the data active means potentiation above about 30%; further: 0% is about no effect
GRP78 ERSR act – qHTS for Inducers of the Endoplasmic Reticulum Stress Response (ERSR) in Human Glioma: qHTS | AID 602332, 2012 | Potency, µM, without a hit: at the highest dose activation, most hits filed as activators | actives 0.02% (n = 420,000) | U87-MG GRP78 promoter luciferase reporter, 16 h; further: potency means the concentration at half of the fitted maximal effect; series mostly up to about 76 µM; % of control where 0% means no effect; nearly all actives have a fitted effect of over 35% in size
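Stably transfected U87-MG human glioma cells carrying a GRP78-based luminescent sensor were seeded at 1000 cells/well, pin-dosed with compounds and incubated 16 h. Luciferase reagent was then added, and end-point luminescence was read after 10 min at room temperature.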
RXFP1 ag – qHTS Assay for Agonists of the Relaxin Receptor RXFP1; Relaxin receptor 1 (Homo sapiens), Q9HBX9; HEK293T-RXFP1 cAMP TR-FRET, 30 min; response scale: percent of porcine relaxin response, buffer zero; Potency, µM (titrated, usually from 57.5 µM), inactives show at the highest dose activation, most hits filed as activators; actives 0.3% (n = 370,000); further: potency means the concentration at half of the fitted maximal effect; on the % scale 0 is the no-effect control and ±100 the full control effect; nearly all actives have a fitted effect of over 60% in size; many of its hits are not listed in these tables
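HEK293 cells stably expressing RXFP1, treated 30 min at 37C with compounds plus PDE4 inhibitor Ro 20174; cAMP measured by HTRF TR-FRET. Normalized to buffer and 29 nM porcine relaxin; EC50 by Hill fit.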
Vif-APOBEC3F blk – qHTS for Inhibitors of Vif-A3F Interactions: qHTS | Potency, µM (titrated, usually from 46.1 µM), inactives show top-dose activity, negative = active | AID 602313, 2012 | HeLa A3F-eYFP + Vif (tagged APOBEC3F with the HIV-1 protein that degrades it), YFP fluorescence increase | actives 0.2% (n = 390,000); further: potency means the concentration at half of the fitted maximal effect; % of control where 0% means no effect; nearly all actives have a fitted effect of over 65% in size
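HeLa cells stably expressing A3F-eYFP plus Vif, plated and incubated overnight at 37 deg C, then exposed to compounds overnight at 37 deg C. Blocked degradation read as raised yellow fluorescence (Ex 488/Em 500-530).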
Vif-APOBEC3G blk – qHTS for Inhibitors of Vif-A3G Interactions: qHTS | DNA dC->dU-editing enzyme APOBEC-3G (Homo sapiens), Q9HC16 | HeLa A3G-eYFP + Vif (tagged APOBEC3G with the HIV-1 protein that degrades it), YFP fluorescence, overnight | Potency, µM (highest dose often 46.1 µM), inactives show at the top dose activity, negative = active, hits mostly inhibitors | actives 0.076% (n = 410,000) | AID 602310, 2012;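 further: potency means the concentration at half of the fitted maximal effect; on the % scale 0 is the no-effect control and ±100 the full control effect; nearly all actives have a fitted effect of over 60% in size; hits raise eYFP signal because A3G escapes Vif-driven loss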
Target sequence (Q9HC16 whole entry, looked up): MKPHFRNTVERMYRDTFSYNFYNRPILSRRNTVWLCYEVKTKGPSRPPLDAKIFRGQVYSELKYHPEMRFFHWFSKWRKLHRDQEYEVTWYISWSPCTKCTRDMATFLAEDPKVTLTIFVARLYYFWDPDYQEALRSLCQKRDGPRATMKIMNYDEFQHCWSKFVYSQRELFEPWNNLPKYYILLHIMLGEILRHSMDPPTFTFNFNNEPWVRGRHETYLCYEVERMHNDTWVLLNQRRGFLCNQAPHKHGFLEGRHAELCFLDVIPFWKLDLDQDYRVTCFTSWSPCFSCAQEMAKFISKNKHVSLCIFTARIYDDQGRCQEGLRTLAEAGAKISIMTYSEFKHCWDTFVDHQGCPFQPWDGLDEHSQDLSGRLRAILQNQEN
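HeLa cells stably expressing Vif and C-terminally eYFP-tagged A3G, seeded overnight at 37 deg C, then exposed to compound by pintool overnight at 37 deg C. Rise in yellow fluorescence (Ex 488/Em 500-530, Acumen) marks blocked Vif-driven A3G degradation.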
LDHA block – qHTS assay for inhibitors of human lactate dehydrogenase; purified LDHA, NADH/diaphorase-resazurin fluorescence; hits give low values; activity change, % (values are at about 110 or 230 µM); actives 0.15% (n = 480,000); AID 1347041, 2019; in the data active means activity change below about -30%; inconclusive means mostly about -25% to -30%;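 further: plate controls were DMSO wells for no effect and wells without enzyme for full effect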
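Enzyme activity of human lactate dehydrogenase 5 (2 nM; 0.06 mM NADH, 0.2 mM pyruvate, 5 min, RT) is measured via a resazurin/diaphorase fluorescence readout of residual NADH.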
D1 ag – Allosteric Agonists of the Human D1 Dopamine Receptor: qHTS; D(1A) dopamine receptor (Homo sapiens), P21728; HEK293 T-REx D1 cells, calcium flux, agonist mode; activation, % at 2 µM; actives 1% (n = 360,000); in the data active means activation above about 30%; further: 0% is about no effect
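Inducible HEK293 T-REx D1 cells, force-coupled to calcium signalling, were plated at 4000 cells/well with tetracycline and held overnight at 30 C. After no-wash calcium dye loading, compound-evoked calcium rise over 180 s flagged agonists.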
D2 potentiator – HTS Assay for Positive Allosteric Modulators of the Human D2 Dopamine Receptor: Primary Screen for Potentiators; D(2) dopamine receptor (Homo sapiens), P14416; HEK293 T-REx D2, calcium flux, EC20 dopamine potentiation; potentiation, % at 10 µM; actives 0.34% (n = 340,000); AID 485347, 2010;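 active means potentiation over 3 SD above the plate norm, cut at about 30% in these data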; further: 0% is about no effect
Target sequence (P14416 whole entry, looked up): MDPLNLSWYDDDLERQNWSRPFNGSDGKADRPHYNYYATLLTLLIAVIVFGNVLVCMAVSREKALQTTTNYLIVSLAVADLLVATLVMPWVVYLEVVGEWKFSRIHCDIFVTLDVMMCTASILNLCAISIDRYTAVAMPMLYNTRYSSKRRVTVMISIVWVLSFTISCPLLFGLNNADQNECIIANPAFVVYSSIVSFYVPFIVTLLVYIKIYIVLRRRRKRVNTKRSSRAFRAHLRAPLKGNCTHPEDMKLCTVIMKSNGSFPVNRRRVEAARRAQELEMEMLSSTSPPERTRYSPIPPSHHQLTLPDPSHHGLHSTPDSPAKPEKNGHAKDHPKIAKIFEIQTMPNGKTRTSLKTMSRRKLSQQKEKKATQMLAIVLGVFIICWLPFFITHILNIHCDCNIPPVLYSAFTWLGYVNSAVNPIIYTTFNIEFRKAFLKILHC
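Using a no-wash calcium dye in inducible, force-coupled HEK293 Trex cells expressing D2, we tracked fluorescence each second for 180 s after compound, then for 180 s after EC20 dopamine to detect augmented signalling.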
Active calls of the source: *; ? = inconclusive; . = not tested or not shown. Unless noted, the call rests on the fitted dose curve; in most records, active means well fitted curve in the direction sought with a large enough effect; inconclusive means small, poorly fitted or top-dose-only effect, or another doubt; inactive means no such curve, though single readings can be large; an effect the other way counts as inactive or inconclusive.

SMILES	D1 antagonist	D1 potentiator	GRP78 ERSR act	RXFP1 ag	Vif-APOBEC3F blk	Vif-APOBEC3G blk	LDHA block	D1 ag	D2 potentiator
Oc1ccccc1-c1cc(-c2ccco2)[nH]n1	-6	3	?	0.0%	-9%	-9%	13	2	-7
CCOC(=O)CCCCNC(=O)Nc1ccccc1	3	-3	-1%	-1.6%	7%	-6%	-2	2	8
Cn1c(N2CCOCC2)c(/C=N/OC(=O)c2ccc(F)cc2)c2ccccc21	5	-5	-3%	2.6%	0%	1%	-7	-1	12
CCN(CC)C(=O)C1=C(C)N(CCCN2CCCC2=O)C(=O)C(CC(=O)NCc2cccs2)C1 (configuration not stated)	.	.	-3%	.	0%	1%	0	.	.
COc1ccc(N2CCN(C(=O)Cn3cnc4c(cnn4-c4ccccc4)c3=O)CC2)cc1	-5	-1	-2%	-0.1%	-7%	0%	-3	1	0
COC(=O)c1cccc(C23CC4(C2)[C@H](CN(Cc2cccnc2)[C@@H]4c2ccccc2)C3c2ccc(Cl)nc2)c1 (some centres not stated)	36	3	-5%	0.8%	0%	-4%	1	4	8
CCC(CC)c1nnc(NC(=O)C2CC(=O)N(CCc3ccc(F)cc3)C2)s1 (configuration not stated)	-1	2	-1%	-4.4%	-2%	2%	-8	-1	-19
O=C(Nc1ccc(N2CCN(C(=O)c3ccco3)CC2)cc1)c1cc(Br)ccc1Cl	-29	-9	-4%	-1.6%	-9%	-28%	-8	5	9
COc1cccc(C(=O)NCCSc2c(-c3ccc(F)cc3)[nH]c3ccccc23)c1OC	2	1	-4%	-0.9%	5%	7%	-2	0	11
Cc1nnc(SC(C)C)n(N)c1=O	-1	-2	1%	0.6%	1%	-1%	-4	2	-4
CCN(CC)CCn1c(NCc2cc(OC)ccc2OC)nc2ccccc21	-17	-10	-4%	2.0%	.	-4%	-1	9	-34
O=C(CSc1nnc(CNc2ccc(Cl)cc2)o1)Nc1nc2ccccc2s1	-5	-6	-4%	-0.7%	-4%	0%	-8	0	0
COc1ccc(/C(C)=N/NC(=O)CNC(=O)c2ccco2)cc1	15	3	-4%	0.1%	-2%	-1%	-1	-1	0
N#CCCN(C(=O)COC(=O)CCC(=O)c1ccc(F)cc1)c1ccccc1	-18	.	8%	1.6%	11%	-3%	-13	18	-1
Cc1occc1-c1nnc(SCC(=O)NC2CCCC2)n1-c1ccccc1	12	24	-2%	1.5%	5%	2%	-2	2	1
CN(CC(=O)N(C)CC(=O)Nc1c(Cl)cccc1Cl)Cc1ccc(Br)s1	-16	-2	-2%	-0.2%	7%	0%	-2	-1	3
COc1ccc(NC(=O)CCOc2ccccc2C)cc1S(=O)(=O)N1CCCCC1	-14	-6	-5%	0.4%	-11%	2%	-2	5	7
COc1ccccc1C(=O)NNC(=O)C(=O)N1CCCCC1	3	7	0%	-1.1%	-8%	6%	0	3	15
O=C(NCC12CC3CC(C1)CC(CNC(=O)N1CCCC1)(C3)C2)N1CCCC1	-11	-1	-1%	0.4%	-16%	-5%	2	3	3
C/C(=N/NC(=O)c1ccc(Br)o1)c1cccc(NC(=O)c2ccc(F)cc2)c1	2	-6	-5%	-3.9%	-7%	-10%	-3	5	10
COc1cc(NC(=O)COC(=O)c2ccc3ccccc3n2)cc(OC)c1	8	1	-2%	-0.1%	-1%	0%	-3	0	0
Cc1ccc2c(CN(C)Cc3ccc(OC(F)F)cc3)cc(=O)oc2c1C	-9	.	-7%	1.6%	-1%	-4%	1	19	-4
C/C(=N\NC(=O)CSc1nc(C)cc(C)n1)c1cccs1	1	3	-1%	3.1%	15%	-2%	-3	3	-1
COc1ccc2c(c1)OC(O)(C(F)(F)F)CC2=O (configuration not stated)	3	4	7%	0.3%	-2%	1%	-2	2	-4
COc1cccc2cc(-c3csc(NC(=O)CCC(=O)NCCCN4CCC(C)CC4)n3)c(=O)oc12	-3	1	-2%	0.0%	9%	6%	1	2	0
CCn1cc(/C=C(\NC(=O)c2ccccc2F)C(=O)NCCN2CCOCC2)c2ccccc21	-16	1	-5%	1.2%	4%	-7%	3	2	6
C=CCc1ccc(OCC(O)CN2CCN(c3ccccc3)CC2)c(OC)c1 (configuration not stated)	-31*	-11	-4%	-2.4%	-36%	-1%	0	14	-3
COc1ccccc1-n1cnnc1SCC(=O)Nc1cccc(S(N)(=O)=O)c1	-2	-1	-1%	0.0%	-3%	1%	-4	4	-9
COc1cccc(-c2noc(C3CCCN(S(=O)(=O)c4cccc(Cl)c4C)C3)n2)c1 (configuration not stated)	0	-1	-4%	2.0%	-5%	5%	-2	10	8
Cc1ccc(CSc2cc(C)[nH]c(=O)n2)cc1	-7	0	1%	1.1%	11%	-2%	-9	-1	-3
CNC(=O)C1CCC(Cn2c(=O)c3sccc3n(CC(=O)N3CCC(C)CC3)c2=O)CC1 (configuration not stated)	-8	3	-2%	0.1%	0%	3%	-4	1	9
Cc1cccc(OCCCC(=O)NC(C)c2ccccc2)c1 (configuration not stated)	-1	4	0%	-2.1%	-39%	0%	-3	4	2
CC(=O)OC(C(=O)N1CCN(c2ccc(F)cc2)CC1)c1ccccc1 (configuration not stated)	-7	-6	-6%	2.6%	.	1%	0	3	6
CC1Cc2ccccc2N1c1nc(C2CC2)nc2c1nnn2Cc1ccccc1 (configuration not stated)	-6	-4	-11%	3.2%	-2%	-1%	-1	-1	-1
O[C@@H]1C[C@H](c2ccc(Cl)cc2)N(Cc2cccs2)C[C@H]1n1cc(C2CC2)nn1	.	.	0%	.	2%	1%	1	.	.
O=C(Nc1cccc2ccccc12)c1ccccc1Cl	-14	-5	7%	-1.1%	-4%	0%	-2	0	0
O=C(Cc1ccc2c(c1)CCCC2)Nc1ccc2ccccc2c1	-12	6	2%	-1.6%	2%	-3%	8	2	-2
O=C(COC(=O)[C@H](Cc1c[nH]c2ccccc12)NC(=O)c1cccs1)NCc1ccccc1	-5	-13	-6%	0.0%	5%	0%	-10	6	-5
CCN(CC)CCNC(=O)C(=O)Nc1cc2c3c(c1)CC(=O)N3CCC2	-17	-1	-3%	1.1%	-1%	5%	-2	0	-13
Cc1onc(-c2ccccc2Cl)c1C(=O)O/N=C(\N)c1ccccc1	4	-8	-4%	-0.5%	-7%	-15%	-5	2	-1
Cc1cc(C)c2c(=O)n3c(nc2c1)C(CC(C)C)NC(=O)c1cccnc1-3 (configuration not stated)	.	.	-5%	.	5%	-7%	1	.	.
CCCCCOC(=O)CSc1nc2sc3c(c2c(=O)n1Cc1ccccc1)CC(C)(CC)OC3 (configuration not stated)	-8	-1	-2%	-0.6%	3%	-1%	0	9	2
Cc1ccsc1/C=C/c1n[nH]c(=O)c(C#N)c1C	-33*	0	-1%	-1.9%	6%	2%	2	0	20
COc1c(F)c(F)c(C(=O)O)c(Nc2cc(C)cc(C)c2)c1F	-1	-1	-3%	7.2%	1%	-8%	-4	4	0
COc1ccc(/C(C)=N/NC(=O)c2cccc(S(=O)(=O)N3CCCC3)c2)c(O)c1	-2	-9	-2%	2.1%	0%	-8%	1	4	14
CN(C(=O)c1cccc(NC(=O)Cc2cccc(NC(=O)C3CCN(C(=O)c4ccccc4)CC3)c2)c1)C1CC1	.	.	-1%	.	-4%	1%	-6	.	.
Cc1ccc(C2=NNC(=O)C(P(=O)(c3ccccc3)c3ccccc3)C2)cc1 (configuration not stated)	-24	-2	-4%	-1.6%	3%	0%	-15	1	0
COc1ccc(C)cc1NC(=O)CCS(=O)(=O)c1ccc2c(c1)oc(=O)n2C	3	-1	0%	-0.3%	1%	2%	4	1	-6
COc1cc(/C=C/C(=O)OCC(=O)Nc2oc(C)c3c(C)n[nH]c(=O)c23)ccc1OC(F)F	-7	-3	0%	4.5%	-2%	-4%	6	1	6
CC(C(=O)Nc1ccc(OCc2ccccc2)cc1)N1CCCC1 (configuration not stated)	5	-7	-1%	-0.7%	16%	9%	-5	14	-2
(cont.)
SMILES	D1 antagonist	D1 potentiator	GRP78 ERSR act	RXFP1 ag	Vif-APOBEC3F blk	Vif-APOBEC3G blk	LDHA block	D1 ag	D2 potentiator
CCn1nc(NS(=O)(=O)c2cccc3nonc23)c2cc3ccc(C)cc3nc21	-5	2	-1%	5.0%	-2%	-14%	-4	-1	-29
O=C1CCC(C(=O)N2CCc3c(Cl)cccc3C2)CN1CCCN1CCOCC1 (configuration not stated)	0	4	-8%	18%	-5%	-5%	0	0	8
O=C(O)c1ccc(-c2nc(-c3ccccc3)c(-c3cccs3)[nH]2)cc1	0	1	5%	0.0%	-30%	-12%	-7	2	-3
Cc1cccc(NC(=O)N2C3CCCC2CC(NC(=O)C2CC2)C3)c1 (configuration not stated)	1	-3	-3%	-3.5%	13%	2%	1	0	-5
CC(C)CC(=O)NC(=S)N1CCN(c2ccc([N+](=O)[O-])cc2Cl)CC1	-11	-5	-2%	-2.4%	-4%	5%	-12	1	-3

Compound profiles, from the list above:
`CCn1nc(NS(=O)(=O)c2cccc3nonc23)c2cc3ccc(C)cc3nc21` is listed with D1 antagonist: -5; D1 potentiator: 2; GRP78 ERSR act: -1%; RXFP1 ag: 5.0%; Vif-APOBEC3F blk: -2%; Vif-APOBEC3G blk: -14%; LDHA block: -4; D1 ag: -1; D2 potentiator: -29
`Cc1cccc(NC(=O)N2C3CCCC2CC(NC(=O)C2CC2)C3)c1` (configuration not stated) is listed with D1 antagonist: 1; D1 potentiator: -3; GRP78 ERSR act: -3%; RXFP1 ag: -3.5%; Vif-APOBEC3F blk: 13%; Vif-APOBEC3G blk: 2%; LDHA block: 1; D1 ag: 0; D2 potentiator: -5

These rows are one share of the data; the hit share may differ from the screen's.
